# Glioma ERSR ind: qHTS for Inducers of the Endoplasmic Reticulum Stress Response (ERSR) in Human Glioma: qHTS; U87-MG GRP78 promoter luciferase reporter, 16 h; Potency, µM, without a hit: top-dose activation, most hits filed as activators; actives 0.02% (n = 420,000); also: potency is read from the fitted curve at half-maximal effect; series mostly up to about 76 µM; % of control where 0% means no effect; nearly all actives have a fitted effect of over 35% in size
#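 Stably transfected U87-MG human glioma cells carrying a GRP78-based luminescent sensor were seeded at 1000 cells/well, pin-dosed with compounds and incubated 16 h. Luciferase reagent was then added, and end-point luminescence was read after 10 min at room temperature.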
# ERG Ets-DNA blk: qHTS for Small Molecule Inhibitors of the ERG Ets/DNA interaction | Transcriptional regulator ERG (Homo sapiens), P11308 | fluorescence polarization, His-ERG Ets domain / labelled DNA | Potency, µM (top dose mostly 76.9 µM), for the others: at the top dose FP activity, negative = inhibition, most hits filed as inhibitors | actives 0.028% (n = 370,000) | AID 624246, 2012; active = well fitted inhibition curve with a large enough effect in the polarisation, with a control signal flat; inconclusive = small, poorly fitted or top-dose-only effect, or effect the other way, or a change in a side signal; inactive = no such curve, though single readings can be large or run the other way; the % refers to the polarisation;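 also: polarization taken with two DNA probes labelled with fluorescein and Texas red; potency is read from the fitted curve at half-maximal effect; % of control where 0% means no effect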
#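 His-tagged ERG Ets domain (1 uM in the protein solution; 300mM KCl, 50mM Tris-HCl, 1mM EDTA, 1mM DTT, pH 7.5) received compound, then a probe mix of 5 nM fluorescein-DNA and 100nM Texas-615-DNA. Fluorescence polarization was read for both dyes.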
# Vif-APOBEC3F blk: qHTS for Inhibitors of Vif-A3F Interactions: qHTS; HeLa A3F-eYFP + Vif (tagged APOBEC3F with the HIV-1 protein that degrades it), YFP fluorescence increase; Potency, µM (doses to about 46.1 µM), inactives show at the top dose activity, negative = active; actives 0.2% (n = 390,000); AID 602313, 2012; also: potency is read from the fitted curve at half-maximal effect; % of control where 0% means no effect; nearly all actives have a fitted effect of over 65% in size
#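 HeLa cells stably expressing Vif plus C-terminally eYFP-tagged A3F were seeded, incubated overnight at 37 deg C, dosed with compound, incubated overnight again at 37 deg C. Yellow fluorescence (Ex 488/Em 500-530) reported blocked Vif-mediated A3F-eYFP degradation.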
# Vif-APOBEC3G blk: qHTS for Inhibitors of Vif-A3G Interactions: qHTS; actives 0.076% (n = 410,000); Potency, µM (highest dose often 46.1 µM), for the others: at the top dose activity, negative = active, most hits filed as inhibitors; DNA dC->dU-editing enzyme APOBEC-3G (Homo sapiens), Q9HC16; HeLa A3G-eYFP + Vif (tagged APOBEC3G with the HIV-1 protein that degrades it), YFP fluorescence, overnight;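 also: potency is read from the fitted curve at half-maximal effect; % is scaled to controls: 0 for no effect and ±100 for the full control effect; nearly all actives have a fitted effect of over 60% in size; hits raise eYFP signal because A3G escapes Vif-driven loss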
#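 HeLa cells stably expressing Vif and C-terminally eYFP-tagged A3G, seeded overnight at 37 deg C, then exposed to compound by pintool overnight at 37 deg C. Rise in yellow fluorescence (Ex 488/Em 500-530, Acumen) marks blocked Vif-driven A3G degradation.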
# RGS4 inhibitor: Inhibitors of Regulator of G Protein Signaling (RGS) 4: qHTS. actives 0.039% (n = 390,000). Potency, µM (doses to about 114 µM), inactives show at the highest dose activity change, negative = inhibition, hits mostly inhibitors. Transcreener GDP fluorescence polarization, RGS4-accelerated GTP hydrolysis. AID 504845, 2011. Regulator of G-protein signaling 4 (Homo sapiens), P49798; also: potency is read from the fitted curve at half-maximal effect; % is scaled to controls: 0 for no effect and ±100 for the full control effect; nearly all actives have a fitted effect of over 75% in size; some results filed as inactive show a strong effect at the top dose
# Target sequence (P49798 whole entry, looked up): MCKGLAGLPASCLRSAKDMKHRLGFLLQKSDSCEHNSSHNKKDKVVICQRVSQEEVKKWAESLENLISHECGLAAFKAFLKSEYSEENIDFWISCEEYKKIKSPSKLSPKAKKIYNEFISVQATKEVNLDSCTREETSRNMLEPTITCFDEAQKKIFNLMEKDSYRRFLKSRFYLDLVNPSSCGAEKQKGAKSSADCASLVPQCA
#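 MLSMR compounds (23 nl, pin-transferred) preincubated 10 min at room temperature with a 500nM (2x) first reagent, then RGS4 at 900nM (2x) plus Transcreener GDP mix added; fluorescence polarization (620/688 nm) read before and after 90 min at 30 °C.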
# D2 agonist: HTS Assay for Allosteric Agonists of the Human D2 Dopamine Receptor: Primary Screen for Agonists | HEK293 T-REx D2 cells, calcium flux agonist mode | actives 0.53% (n = 340,000) | activation, % at 2 µM | D(2) dopamine receptor (Homo sapiens), P14416;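 active = activation over 3 SD above normal in the single-dose calcium agonist read, cut at about 30% in these data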; also: 0% is about no effect
#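 Calcium-flux readout, 1 cycle/sec over 180 s following compound pin transfer, in inducible HEK293 Trex D2 cells (force-coupled); dopamine controls included. Positive calcium responses during this window marked compounds as potential agonists.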
# ALOX12 inh: Primary qHTS assay for inhibitors of human arachidonate 12S-lipoxygenase (ALOX12): Round 2; Polyunsaturated fatty acid lipoxygenase ALOX12 (Homo sapiens), P18054; purified 12hLO, xylenol orange hydroperoxide absorbance; Potency, µM (highest dose often 108 µM), inactives show at the highest dose activity change, negative = inhibition, usual class: inhibitors; actives 1.1% (n = 580,000); AID 1671190, 2021; also: potency is read from the fitted curve at half-maximal effect; % is scaled to controls: 0 for no effect and ±100 for the full control effect
# Target sequence (P18054 whole entry, looked up): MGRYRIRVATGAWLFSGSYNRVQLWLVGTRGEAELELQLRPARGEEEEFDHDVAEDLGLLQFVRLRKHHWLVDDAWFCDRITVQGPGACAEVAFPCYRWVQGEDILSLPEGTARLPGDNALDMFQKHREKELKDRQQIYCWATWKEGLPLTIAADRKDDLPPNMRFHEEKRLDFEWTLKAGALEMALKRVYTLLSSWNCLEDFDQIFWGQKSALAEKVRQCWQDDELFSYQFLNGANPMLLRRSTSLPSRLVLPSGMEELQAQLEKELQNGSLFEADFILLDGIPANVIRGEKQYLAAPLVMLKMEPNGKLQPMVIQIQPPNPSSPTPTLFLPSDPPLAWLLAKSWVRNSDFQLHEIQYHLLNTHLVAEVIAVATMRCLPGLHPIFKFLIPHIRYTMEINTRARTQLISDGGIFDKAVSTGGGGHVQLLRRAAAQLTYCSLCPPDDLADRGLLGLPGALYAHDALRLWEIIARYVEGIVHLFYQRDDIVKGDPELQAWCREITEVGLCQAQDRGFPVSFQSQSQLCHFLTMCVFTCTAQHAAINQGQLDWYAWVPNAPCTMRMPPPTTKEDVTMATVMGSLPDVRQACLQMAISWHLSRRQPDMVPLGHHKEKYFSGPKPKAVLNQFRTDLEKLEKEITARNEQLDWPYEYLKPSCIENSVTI
#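 Hydroperoxide product was detected by ferrous iron/xylenol orange as the 573 to 405 nm absorbance ratio. Arachidonic acid at 40 uM (final) was turned over for 30 min at room temperature by 150 nM human 12hLO, pH 7.0 Hepes buffer, after 15 min compound preincubation.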
# LDHA inh: qHTS assay for inhibitors of human lactate dehydrogenase; L-lactate dehydrogenase A chain (Homo sapiens), P00338; purified LDHA, NADH/diaphorase-resazurin fluorescence; stronger effect = lower value; activity change, % (values are at about 110 or 230 µM); actives 0.15% (n = 480,000); AID 1347041, 2019; in the data active = activity change below about -30%; inconclusive = mostly about -25% to -30%;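 also: plate controls were DMSO wells for no effect and wells without enzyme for full effect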
#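 Remaining NADH was detected by diaphorase (0.133 mg/mL) converting 37 µM resazurin to fluorescent resorufin, read at 0 and 20 minutes. The preceding 5-minute room-temperature reaction used 2 nM LDHA, 0.2 mM sodium pyruvate and 0.06 mM NADH at pH 7.4.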
# D2 antag: HTS Assay for Allosteric Antagonists of the Human D2 Dopamine Receptor: Primary Screen for Antagonists. D(2) dopamine receptor (Homo sapiens), P14416. HEK293 TREx D2 cells, calcium flux, dopamine EC80. actives 2% (n = 340,000). inhibition, % at 10 µM; in the data active = inhibition above about 30%; also: 0% is about no effect
#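 Antagonism is scored as inhibition of an EC80 dopamine-evoked calcium signal in a force-coupled, tetracycline-inducible HEK293 T-REx D2 line, with compound present 180 s before agonist.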
# Active calls of the source: *; ? = inconclusive; . = no result given; & = joins results of further samples; [ ] = another dose, or the depositor's remark. Unless noted, calls follow the shape of the dose curve; as a rule, active = well fitted curve in the direction sought with a large enough effect; inconclusive = small, poorly fitted or top-dose-only effect, or another doubt; inactive = no such curve, though single readings can be large; an effect the other way counts as inactive or inconclusive.
SMILES,Glioma ERSR ind,ERG Ets-DNA blk,Vif-APOBEC3F blk,Vif-APOBEC3G blk,RGS4 inhibitor,D2 agonist,ALOX12 inh,LDHA inh,D2 antag
COc1ccc(NC(=O)N2C3CCCC2CC(NC(=O)C2CC2)C3)cc1 (configuration not stated),-0.1%,-0.5%,-1.2%,0.7%,-9.1%,0.3,-6.8%,-3.4,12.1
Cc1ccc(C(=O)Nc2cc(C(F)(F)F)ccc2N2CCCCC2)cc1[N+](=O)[O-],-2.6%,-3.7%,-0.1%,-0.5%,-14.1%,0.2,7.9%,-3.2,14.2
O=C(Nc1cccc(S(=O)(=O)N2CCOCC2)c1)c1c2c(nc3ccccc13)CCC2,-1.6%,6.6%,-0.1%,-0.8%,-14.2%,0.6,-6.4%,-9.5,-14.5
COc1ccc(/C=C/c2nc(S(=O)(=O)c3ccccc3)c(NCCCN(C)C)o2)cc1OC,-3.4%,-3.8%,-11.1%,4.1%,-42.8%,0.4,15.1%,3.8,-1.2
C=CCn1c(-c2ccccc2)ccc(C#N)c1=O,-2.2%,-13.3%,-5.0%,-12.6%,-4.6%,-0.1,-1.9%,-1.6,16.0
CC(C)(Oc1ccc(Cl)cc1)C(=O)NCCCn1ccnc1,-3.6%,.,0.4%,0.2%,-6.2%,-0.3,2.2%,-3.9,4.0
Cc1c(C(=O)Nc2cccc(Cl)c2)sc2nc3n(c(=O)c12)N=C(c1cccc(Br)c1)CS3,-4.8%,1.8%,-5.4%,1.2%,2.1%,-0.4,-25.0%,-10.5,.
COCc1ccc(CN2CCCC(C(=O)Nc3ccc(-c4cccc(OC)c4)cc3)C2)o1 (configuration not stated),-2.8%,-5.3%,-4.4%,6.7%,2.1%[56.9 µM],-1.3,2.8%,-1.0,-6.9
COc1ccc(C(=O)NC2CCCc3ccccc32)cc1[N+](=O)[O-] (configuration not stated),-0.9%,-2.4%,-0.6%,?,-14.8%,0.9,0.0%,1.9,-0.5
COC(=O)[C@H](Cc1ccccc1)NC(=O)c1ccc2ccccc2n1,0.8%,-10.0%,7.5%,-0.8%,5.4%,-2.2,-27.9%,-1.5,5.9
Oc1ccc(C=NCCc2ccccc2)cc1,-0.4%,2.4%,-1.0%,-1.1%,16.9%,29.5,34.3%&7.0%[activator],-2.2&0.4,-4.0
O=C(CNS(=O)(=O)c1ccccc1)Nc1cccc([N+](=O)[O-])c1,1.9%,6.3%,-1.0%,1.1%,12.9%,0.1,1.9%,-1.4,6.7
c1ccc(-c2cn3c(n2)-c2ccccc2C3)cc1,-11.1%,-5.2%,0.1%,-1.2%,-9.0%,0.8,-2.1%,-1.2,-2.8
CCCc1cc(=O)oc2cc(C)cc(OCC(=O)Nc3ccc(S(N)(=O)=O)cc3)c12,-6.1%,-6.0%,5.9%,2.6%,-14.8%,0.3,-2.0%,-11.0,0.1
CC(C)NC(=S)NCc1cccnc1,-2.8%,-1.2%,-1.4%,-10.2%,20.0%,0.5,-12.0%,-9.1,19.3
Cc1ccc2ncnc(-c3ccccc3)c2c1,-3.5%,-2.7%,-4.5%,0.8%,-9.7%,0.8,0.0%,-7.7,-15.7
C[C@H]1CN([C@@H](C)CO)S(=O)(=O)c2ccc(C#Cc3ccccn3)cc2O[C@@H]1CN(C)C(=O)C1CC1,-1.0%,.,-18.9%,-1.9%,.,.,?,1.3,.
c1ccc(OCc2nnc3n2CCCCC3)cc1,-1.2%,-0.1%,-6.0%,-6.6%,4.1%,2.4,3.7%,-3.4,-3.2
CCOC(=O)c1ccccc1NC(=O)CN1CCC(n2nnc3cc(F)ccc32)CC1,-1.7%,-5.3%,2.9%,-7.3%,4.4%,.,58.9%[activator],-4.1,.
CC1CCN(Cc2c(O)ccc3c2O/C(=C\c2ccco2)C3=O)CC1,-6.2%,9.1%,?,0.6%,?,0.0,.,8.7,3.6
Cc1ccc(-c2nc3ccccc3[nH]2)cc1NC(=O)c1sc2ccccc2c1Cl,3.9%,-1.0%,5.1%,1.4%,?,-0.4,-13.8%,0.5,-10.7
CCN(CC)S(=O)(=O)c1ccc2c(c1)N(CC(=O)Nc1ccc(F)cc1)C(=O)CO2,.,-0.7%,.,.,14.8%,1.5,-14.9%,-3.8,.
CCCc1cc(=O)n2[nH]c(CCc3ccccc3)nc2n1,-6.2%,1.2%,-7.9%,-3.9%,-32.7%[56.9 µM],-0.4,18.2%,6.9,-11.1
CCc1ccc(NS(=O)(=O)c2ccc(OC)c(C)c2)cc1,-1.9%,-6.8%,-15.8%,0.2%,-24.7%,-0.1,-8.8%,-2.4,-6.4
COc1cccc(-c2coc3c(C)c4oc(=O)c(CCC(=O)O)c(C)c4cc23)c1,?,-0.1%,-7.1%,-23.7%,?,1.7,-17.5%&-6.8%,-6.2,-6.5
CC1=C(c2ccc(C)cc2)S(=O)(=O)NC1=NCCCN1CCN(c2ccc(F)cc2)CC1,-2.5%,3.1%,2.1%,0.4%,-3.8%,-0.2,-24.4%,-5.3,.
O=C(COc1coc(CN2CCCc3ccccc32)cc1=O)Nc1ccc([N+](=O)[O-])cc1,-0.8%,5.7%,-3.4%,-1.2%,-55.7%,-0.2,?,3.9,-11.8
Cc1cccc(CC(=O)Nc2cccc(-c3nc4cccnc4s3)c2)c1,4.7%,-2.9%,1.2%,-3.3%,-0.4%,-1.3,-19.5%,2.3,.
CCNc1nc(NCC)nc(OCCOC(=O)Nc2ccccc2)n1,-3.1%,-8.7%,-9.2%,-2.1%,-22.0%,-0.8,-3.5%,-3.0,-5.9
CCOC(=O)C(=CNc1ccc2c(c1)nnn2-c1ccc(Cl)cc1)C(=O)OCC,-3.4%,4.4%,3.5%,3.5%,-35.1%,.,-9.7%,0.8,.
CCCCOCCCNS(=O)(=O)c1ccccc1,2.4%,.,4.9%,1.3%,22.1%,-1.1,-7.7%,-0.9,-12.0
Cc1ccc(Nc2nc3ccccc3c(=O)s2)cc1,0.2%,-3.4%,-10.8%,1.2%,-9.8%,-0.2,-4.0%,-3.1,-7.2
COc1ccccc1NC(=O)N1C2CCCC1CC(NC(=O)c1ccccc1)C2 (configuration not stated),-1.9%,2.4%,-3.2%,0.0%,-18.8%,-0.4,2.8%,-1.9,14.4
CCn1c(COc2cccc(OC)c2)nnc1SCC(=O)NC1CCCC1,2.1%,-4.3%,5.3%,-10.6%,16.6%,-5.5,-11.5%,3.3,-1.3
CCc1nc2ccccc2[nH]1,0.1%,.,-1.5%,0.1%,-7.0%,0.1,3.5%,-4.8,-9.6
C=CC(c1ccccc1)C(C(=O)c1ccccc1)N(C)C (configuration not stated),-3.6%,0.5%,-11.8%,1.0%,20.0%,-1.6,-6.3%,-10.8,-1.6
C#CCOC(=O)CCCC(=O)Nc1ccccc1OC,-5.1%,-1.4%,-9.7%,-0.1%,-7.7%,.,-6.9%,-9.1,.
CCOC(=O)c1cccnc1NC(=O)c1ccncc1,0.7%,3.3%,0.5%,-3.6%,-8.0%,0.0,-8.4%,-1.6,4.0
CC(=O)Nc1cccc(-c2cnc(NC(C)=O)cn2)c1,-4.1%,.,.,-2.8%,.,.,-3.0%,-4.5,.
COC(=O)c1ccc(SCC(=O)N2CCC(C)CC2)c([N+](=O)[O-])c1,0.0%,.,-3.3%,-8.2%,9.6%,-1.2,-2.7%,-2.9,-8.4
NC(=O)C(CCC(=O)c1ccc(Br)cc1)S(=O)(=O)c1ccccc1 (configuration not stated),-0.8%,-2.0%,-22.3%,-2.6%,-17.8%,1.0,-19.2%,-9.1,25.4
Cc1cccc(CSc2nc3c(c(=O)n2C)SCC3)c1,0.0%,3.8%,3.8%,5.6%,-30.7%,-2.2,0.1%,-2.0,0.1
O=C(CNC(=O)c1ccccc1)OCc1ccc([N+](=O)[O-])cc1,-3.2%,-3.7%,-12.2%,-17.9%,39.8%,-1.4,-9.3%,-10.9,1.6
O=C(CSC1=NCCS1)N1CCCCCC1,-1.3%,-1.2%,1.3%,-0.7%,-10.2%,0.4,6.3%,-0.6,-6.5
Cc1ccn2cc(C34CC5CC(CC(C5)C3)C4)nc2c1,6.2%,0.4%,?,1.8%,3.3%,-1.2,-2.3%,-6.1,11.1
N#CCCn1cc(C=C(C#N)C#N)c(-c2ccc(-c3ccccc3)cc2)n1,-3.2%,-0.7%,-17.4%,?,?,-0.5,-16.6%,-7.9,-20.7
C[C@@H]1CN([C@H](C)CO)C(=O)c2cc(-c3ccccc3)cnc2O[C@@H]1CN(C)C(=O)C1CCOCC1,-3.8%,.,-7.4%,-4.5%,.,.,-24.2%,-8.4,.

# Screening results: PubChem BioAssay, National Center for Advancing Translational Sciences (NCATS)

# Only part of the results is shown; rates above refer to the full screens.
